# High-throughput results from PubChem BioAssay.
# NS5 inhibitors – Dengue-2 NS5 methyltransferase inhibitors, primary screen, biochemical, confirmation dose response (AID 588689); Dengue-2 NS5 methyltransferase capping enzyme assay, biochemical; higher % means a stronger effect; inhibition, % at 25 µM, or IC50 in µM where a hit was titrated; 0.3% of 340,000 active; in the data active means a potency from the dose series
# West Nile virus CPE – West Nile virus antiviral activity, cell-based, CPE readout (AID 1621). West Nile virus-infected cells, CPE inhibition; higher % means a stronger effect. CPE inhibition, % at 10 µM, or IC50 in µM where a hit was titrated. 0.02% of 290,000 active; in the data active means a potency from the dose series; further: strong numbers were not always called active
# NOD1 NF-kB reporter – inhibition of NOD1-driven NF-kB reporter – cell-based, luminescence, uHTS, primary screen (AID 1578); NOD1-driven NF-kB luciferase reporter cells, luminescence; higher % means a stronger effect; inhibition, % at 4 µM, or EC50 in µM where a hit was titrated; 1% of 290,000 active; in the data active means inhibition mostly above about 36%, no sharp cut-off; inactive means mostly below about 34%;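 further: HEK-293T reporter cells stimulated with the NOD1 agonist gamma-tri-DAP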
# KOR beta-arrestin-1 – kappa opioid receptor activators – cell-based, luminescence, uHTS, primary screen (AID 1777) | KOR beta-arrestin recruitment, luminescence; higher % means a stronger effect | activation, % at 10 µM; hits with a dose series show EC50 in µM | 0.02% of 280,000 active; in the data active means activation above about 50%, passing the limit was not always enough; further: a part of the inactive calls stands beside numbers as strong as those of hits
# GPR55 LPI antagonism – inhibition of LPI-stimulated GPR55 beta-arrestin translocation – imaging, U2OS, beta-arrestin-GFP, LPI agonist, primary screen (AID 2013); 0.13% of 290,000 active; U2OS GPR55 beta-arrestin-GFP translocation imaging, LPI antagonism; higher % means a stronger effect; one-dose inhibition, % at 10 µM; IC50 in µM for titrated hits;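 active means spots per cell inhibited over 60%, with over 100 cells counted and total cytoplasm intensity under 500,000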;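 further: U2OS cells stably carrying GPR55 and arrestin-GFP stimulated by 5 µM LPI near EC80; imaged beta-arrestin-GFP aggregate spots per cell after agonist stimulation; plate controls were LPI-stimulated DMSO wells for no effect and DMSO wells without LPI for full effect; some results filed as inactive read as strong as hits; confirmed hits need IC50 under 10 µM and bright autofluorescent wells are also inconclusive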
# HIV fusion peptide – inhibitors of HIV fusion peptide binding, primary screen, biochemical, uHTS, fluorescence dequenching (AID 1986). inhibition, % at 20 µM, or IC50 in µM where a hit was titrated. cell-free peptide binding, fluorescence dequenching, 30 min; higher % means a stronger effect. 0.3% of 290,000 active; in the data active means inhibition mostly above about 52%, no sharp cut-off; inactive means mostly below about 76%; further: some results filed as inactive read as strong as hits
# GPR55 activation – selective activators of receptor GPR55 – imaging, U2OS cells, beta-arrestin-GFP redistribution, primary screen (AID 1961); U2OS GPR55 beta-arrestin-GFP redistribution imaging; higher % means a stronger effect; activation, % at 10 µM; hits with a dose series show EC50 in µM; 0.048% of 290,000 active;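 active means activation above 40% with more than 50 cells counted in the well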;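 further: U2OS osteosarcoma cells stably expressing GPR55 and beta-arrestin-GFP; plate controls were DMSO negative control for no effect and LPI positive control for full effect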
# KOR beta-arrestin-2 – kappa opioid receptor blockers – cell-based, luminescence, uHTS (AID 1778) | KOR beta-arrestin recruitment, luminescence, antagonist mode; higher % means a stronger effect | inhibition, % at 10 µM, or IC50 in µM where a hit was titrated | 0.091% of 290,000 active; in the data active means inhibition above about 50%; further: strong numbers were not always called active
# GPR35 antagonists – inhibition of zaprinast-stimulated GPR35 beta-arrestin translocation – imaging, U2OS, beta-arrestin-GFP, zaprinast agonist, primary screen (AID 2058) | U2OS GPR35 beta-arrestin-GFP translocation imaging, zaprinast antagonism; higher % means a stronger effect | inhibition, % at 10 µM; hits with a dose series show IC50 in µM | 0.052% of 290,000 active;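 active means inhibition of at least 50% with at least 30 cells and total cytoplasm GFP at most 10,000,000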
# NS5 inhibitors pilot replicate – further read-out of NS5 inhibitors, marked with its call; inhibition, %; measured here: pilot screen replicate inhibition
# * = called active by the depositor; / = not tested or not shown; & = joins results of further samples; [ ] = dose if it differs, or a comment. This is a subset; rates above refer to the full screens.
SMILES,NS5 inhibitors,West Nile virus CPE,NOD1 NF-kB reporter,KOR beta-arrestin-1,GPR55 LPI antagonism,HIV fusion peptide,GPR55 activation,KOR beta-arrestin-2,GPR35 antagonists,others
CCOc1ccc2nc(N=NC3=C(O)CC(C)(C)CC3=O)sc2c1,10.3%,/,2.5%,3.3%,-15.8%,-4.5%,0.7%,13.7%,-10.2%,
CCOC(=O)c1c(NC(=S)Nc2ccc(OC)cc2)sc2c1CCC2,-2.9%,-0.4%,-24.6%,-5.7%,-9.0%,10.4%,0.2%,1.8%,2.5%,
CS(=O)(=O)c1ccc(Cl)c(NC(=O)CCNC(=O)c2ccco2)c1,-1.9%,-0.1%,-32.4%,-4.2%,9.6%,0.8%,0.3%,2.7%,5.0%,
N#Cc1nc(COc2cccc(Cl)c2)oc1N1CCCC1,-8.3%,-0.5%,-8.7%,0.0%,4.5%,-0.3%,-0.1%,15.5%,-8.8%,
CC(=O)N1CC=CC1(C)C(=O)O (centres undefined),4.1%,0.1%,-17.3%,2.4%,3.3%,5.1%,0.5%,3.6%,1.2%,
Cc1cccc(N2CCN(C(=O)NC3CCCCC3)CC2)c1C,-7.2%,-1.8%,-19.6%,6.0%,1.6%,-2.6%,-0.1%,-33.6%[20 µM],-4.9%,NS5 inhibitors pilot replicate=-1.2
CCC(C)C(NC(=O)C(N)CC(C)C)C(=O)NC(CCC(=O)OCc1ccccc1)C(N)=O (centres undefined),5.5%,1.9%,2.3%,-3.8%,-1.6%,3.9%,-0.1%,5.9%,2.0%,
COc1cccc(NC(=O)N(CCCN2CCOCC2)C(C)c2cc3ccccc3o2)c1 (centres undefined),-6.5%,0.0%,-28.8%,4.9%,3.6%,-0.9%,0.6%,2.1%,13.7%,
COc1ccc(S(=O)(=O)N2CCC(C(=O)Nc3nnc(CCN4CCCCC4)s3)CC2)cc1,-4.8%,1.8%,-18.0%,2.0%,4.1%,11.6%,-0.2%,-5.6%,0.2%,
CCN(CCCNC(=O)CN(C)S(=O)(=O)c1ccc2c(c1)CCC(=O)N2)c1cccc(C)c1,-8.7%,-1.4%,-26.6%,1.0%,-11.3%,-1.7%,-0.1%,3.0%,21.6%,
O=C(CN1C(=O)S/C(=C\c2ccc(Cl)cc2)C1=O)NCCCn1ccnc1,3.5%,-0.1%,16.7%,7.3%,-24.8%,-0.6%,-0.1%,-33.5%,32.0%,
CCOC(=O)C(NC(=O)c1cccc(Cl)c1)(Nc1nnc(C)s1)C(F)(F)F (centres undefined),1.5%,-0.8%,-15.0%,2.2%,5.5%,0.7%,0.5%,35.7%,2.2%,
CCOC(=O)CCCC(=O)N1CCOCCOCCOCC1,3.1%,0.8%,8.5%,-0.7%,2.2%,-0.2%,-0.1%,-9.7%,12.2%,
O=C(Nc1cccc2nsnc12)c1cccs1,-12.3%&-4.9%,-0.7%&0.7%,-43.9%&28.6%,0.0%&-3.4%,7.8%&5.3%,-2.5%&5.3%,-0.1%&0.3%,27.7%&5.2%,6.0%&4.4%,
O=C(O)CCCC(=O)N1N=C(c2c(-c3ccccc3)c3cc(Cl)ccc3[nH]c2=O)CC1c1cccs1 (centres undefined),0.9%,0.1%,11.0%,2.2%,2.3%,6.3%,0.7%,-34.7%,10.6%,
Cn1c(C(=O)NCCOc2ccccc2Cl)cc(=O)n(C)c1=O,-8.3%,0.0%,-9.1%,-3.9%,16.9%,-1.6%,-0.3%,8.5%,-12.1%,
O=C(c1cc2ncc(Br)cn2n1)N1CCOCC1,2.0%,0.6%,-9.0%,-3.6%,-9.2%,0.5%,0.4%,-32.0%,-13.0%,
CCOc1ccccc1NC(=O)c1ccc2c(=O)n3c(nc2c1)CCCCC3,-13.6%,-1.3%,1.6%,-1.1%,-0.3%,-0.6%,-0.3%,-22.0%,4.0%,
Cn1c(=O)oc2cc(S(=O)(=O)N3CCN(c4ccccn4)CC3)ccc21,0.7%,0.0%,-30.2%,2.3%,-2.7%,-0.2%,-0.2%,-16.7%,-10.7%,
COc1ccc(-n2cc(CNCCN3CCOC3=O)c(-c3ccccc3Cl)n2)cc1,-2.6%,-0.6%,-0.6%,-2.3%,13.4%,-1.7%,0.0%,15.1%,-1.9%,
COc1ccc(N(C(C)C(=O)N2CCC(Cc3ccccc3)CC2)S(C)(=O)=O)cc1 (centres undefined),3.0%,-1.9%,25.3%,-7.2%,8.8%,-1.7%,0.2%,-23.0%[20 µM],3.4%,
Cc1ccccc1CSc1nnc(Cn2c(=O)sc3ccccc32)n1C,-9.4%,0.1%,-28.2%,3.4%,9.3%,-2.2%,-0.1%,42.0%,-5.7%,
CCOC(=O)N1CCN(CC(=O)c2ccc(O)c(C)c2O)CC1,0.5%,0.2%,-23.6%,-1.1%,-4.0%,0.8%,-0.2%,1.6%,-11.2%,
Cc1ccc(CN2C(=NC(=O)CCC(=O)O)SC3CS(=O)(=O)CC32)cc1 (centres undefined),-3.9%,0.3%,-6.6%,3.6%,3.7%,1.5%,-0.1%,-5.4%,2.9%,
O=C(NCCN1CCNC1=O)C1CCC(=O)N(CCc2ccccc2)C1 (centres undefined),-0.3%,0.1%,-35.0%,2.2%,-3.7%,1.1%,-0.1%,-1.6%,-11.4%,

# Quoted at random: 5 compounds from above.
SMILES,NS5 inhibitors,West Nile virus CPE,NOD1 NF-kB reporter,KOR beta-arrestin-1,GPR55 LPI antagonism,HIV fusion peptide,GPR55 activation,KOR beta-arrestin-2,GPR35 antagonists,others
CCN(CCCNC(=O)CN(C)S(=O)(=O)c1ccc2c(c1)CCC(=O)N2)c1cccc(C)c1,-8.7%,-1.4%,-26.6%,1.0%,-11.3%,-1.7%,-0.1%,3.0%,21.6%,
Cc1cccc(N2CCN(C(=O)NC3CCCCC3)CC2)c1C,-7.2%,-1.8%,-19.6%,6.0%,1.6%,-2.6%,-0.1%,-33.6%[20 µM],-4.9%,NS5 inhibitors pilot replicate=-1.2
CCOC(=O)c1c(NC(=S)Nc2ccc(OC)cc2)sc2c1CCC2,-2.9%,-0.4%,-24.6%,-5.7%,-9.0%,10.4%,0.2%,1.8%,2.5%,
CCOC(=O)CCCC(=O)N1CCOCCOCCOCC1,3.1%,0.8%,8.5%,-0.7%,2.2%,-0.2%,-0.1%,-9.7%,12.2%,
CCOc1ccccc1NC(=O)c1ccc2c(=O)n3c(nc2c1)CCCCC3,-13.6%,-1.3%,1.6%,-1.1%,-0.3%,-0.6%,-0.3%,-22.0%,4.0%,

# (more compounds)
SMILES,NS5 inhibitors,West Nile virus CPE,NOD1 NF-kB reporter,KOR beta-arrestin-1,GPR55 LPI antagonism,HIV fusion peptide,GPR55 activation,KOR beta-arrestin-2,GPR35 antagonists,others
Cc1cccc(NC(=O)COC(=O)C2C3CC4OC(=O)C2C4C3)c1C (centres undefined),-8.9%,-0.2%,39.6%,4.5%,1.0%,-2.1%,0.8%,-9.1%,13.3%,
O=C(CN1CCN(Cc2ccccc2Cl)CC1)N/N=C/C=C\c1ccccc1[N+](=O)[O-],-7.1%,-0.6%,-16.7%,0.9%,-8.5%,-2.8%,-0.2%,16.9%,-12.6%,
Cc1c(C(=O)N2CCOCC2)sc(NC(=O)C(C)C)c1C#N,-4.8%,0.4%,2.6%,-3.7%,-4.3%,1.2%,0.4%,-6.4%,10.2%,
COCC1CCN(Cc2cn[nH]c2-c2cc3ccccc3o2)C1 (centres undefined),2.1%,-0.5%,-18.7%,/,17.2%,-0.1%,-0.1%,18.1%[20 µM],-7.4%,
COc1ccccc1Nc1ccc(NC(=O)c2cccc([N+](=O)[O-])c2C)cc1,5.8%,0.2%,-15.8%,3.4%,3.7%,-2.7%,0.0%,0.5%,5.2%,
COc1ccc(/C=C/C(=O)Nc2cc(F)ccc2C)cc1S(=O)(=O)N1CCOCC1,-2.3%,0.4%,-24.4%,2.7%,8.3%,-1.2%,-0.5%,-22.2%,-1.8%,
CCOc1ccc(NC(=O)C(C)SC(N)=O)cc1 (centres undefined),-2.8%,0.3%,3.7%,5.3%,-4.0%,1.8%,-0.1%,15.6%,-5.3%,
CCCCCCn1c(N)c(C#N)c2ccc([N+](=O)[O-])cc2c1=O,-6.2%,-0.9%,-26.4%,0.0%,7.7%,1.3%,-0.5%,-15.3%,-23.6%,
COC(=O)CCc1n[nH]c(=O)[nH]c1=O,-1.4%,0.2%,-16.7%,-0.3%,2.9%,0.4%,-0.1%,-1.8%,-20.7%,
CCC(C)(C)n1nnnc1C(c1cccnc1)N1CCC(Cc2ccccc2)CC1 (centres undefined),-4.5%,-1.4%,-12.8%,/,16.2%,1.4%,0.2%,-26.0%[20 µM],14.2%,
C=CCn1c(=O)c(C(=O)Nc2ccccc2C(=O)OCC)c(O)c2ccccc21,4.7%,-0.1%,3.1%,-2.1%,3.8%,1.1%,-0.3%,-15.4%,17.5%,
N#Cc1ccc(NC(=O)c2cc(=O)c3ccccc3o2)cc1,-8.1%,0.5%,-23.0%,-0.4%,10.5%,-1.3%,-0.7%,-1.9%,-9.1%,
O=C(NCCc1ccccc1)c1cnc2sccn2c1=O,2.8%,0.0%,-39.1%,1.0%,5.2%,0.0%,-0.1%,12.6%,-3.6%,
COc1cccc(NC(=O)c2cc(Cl)nnc2Cl)c1,22.7%,-0.3%,-37.8%,-0.2%,-0.6%,-0.5%,0.4%,-4.7%,-9.2%,
COc1cc(CCC(=O)OCC(=O)N2CCc3ccccc32)cc(OC)c1OC,2.6%,1.0%,3.0%,5.6%,-4.6%,0.1%,0.0%,-74.9%,-6.9%,
O=C1CCCC/C1=C\Nc1ccc(O)cc1,-0.8%,0.4%,-27.7%,0.9%,-10.3%,-0.8%,0.2%,2.8%,-4.8%,
CNc1c(NS(=O)(=O)c2ccc(Cl)s2)c(=O)oc2ccccc12,-3.3%,-0.1%,-1.3%,3.6%,1.8%,1.8%,-0.2%,-18.9%,1.2%,
CC(=O)N1CCOc2ccc(S(=O)(=O)NCCc3ccc(C)cc3)cc21,-6.3%,-0.4%,-3.0%,1.2%,-2.8%,-0.3%,-0.1%,-21.1%,-11.8%,
COc1ccc(S(=O)(=O)Cc2ccc(C(=O)N3CC(C)CC(C)C3)o2)cc1 (centres undefined),7.3%,-0.8%,5.0%,-7.8%,0.9%,-1.1%,-0.3%,-9.3%[20 µM],19.7%,
CCOC(=O)C(=O)NC(C)c1ccccc1 (centres undefined),-4.4%,0.3%,-0.3%,0.2%,-6.1%,0.4%,-0.1%,-27.2%,-0.3%,
